High-throughput results (PubChem BioAssay)
DAX1 inh-1: DAX1 (NR0B1) inhibitors on StAR promoter, primary screen, cell-based, luminescence, SF-1 (NR5A1), full-length DAX-1 | HEK293T StAR-luciferase reporter, SF-1/DAX-1 repression relief | inhibition, % at 6.8 µM | 370,000 compounds, 1.1% hits | AID 652010, 2013;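 active = inhibition above the mean over all tested compounds plus 3 SD, cut at about 3.6% in these data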;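 note: 0% = DAX-1 cells with DMSO and 100% = cells lacking DAX-1 with DMSO; higher inhibition means more luminescence from relief of DAX-1 repression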
Rev-erbA mod: modulators of Rev-erb alpha DNA binding, primary screen, biochemical, FITC-DNA, fluorescence polarization, uHTS. Nuclear receptor subfamily 1 group D member 1 (Homo sapiens), P20393. Rev-erbα–FITC-DNA binding, 90 min. activity, % at 10 µM. 370,000 compounds, 0.79% hits. AID 1259318, 2017;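 active = activity above about 14%, limit read from the data; passing the limit was not always enough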;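 note: 0% = DMSO wells with 35 nM protein and 100% = DMSO wells with 750 nM protein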
Target sequence (P20393 whole entry, looked up): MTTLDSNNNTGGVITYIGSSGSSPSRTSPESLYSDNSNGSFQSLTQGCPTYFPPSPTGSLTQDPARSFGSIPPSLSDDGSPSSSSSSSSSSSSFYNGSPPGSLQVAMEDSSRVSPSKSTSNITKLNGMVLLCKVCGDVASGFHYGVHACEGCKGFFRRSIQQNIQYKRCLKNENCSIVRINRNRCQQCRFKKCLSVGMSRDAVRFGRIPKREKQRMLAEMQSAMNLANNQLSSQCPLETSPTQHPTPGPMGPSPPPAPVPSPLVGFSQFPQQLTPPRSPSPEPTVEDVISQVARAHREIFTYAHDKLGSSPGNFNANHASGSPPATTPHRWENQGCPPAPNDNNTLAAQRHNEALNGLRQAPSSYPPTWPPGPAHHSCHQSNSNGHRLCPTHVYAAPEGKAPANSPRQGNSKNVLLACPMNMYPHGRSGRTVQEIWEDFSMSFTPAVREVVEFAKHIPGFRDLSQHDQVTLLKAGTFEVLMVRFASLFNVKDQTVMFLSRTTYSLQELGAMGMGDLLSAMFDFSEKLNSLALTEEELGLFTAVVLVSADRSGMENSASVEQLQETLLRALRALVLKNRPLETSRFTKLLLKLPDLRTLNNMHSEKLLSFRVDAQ
sPLA2-III inh: human group III sPLA2 inhibitors, primary screen, biochemical, QFRET, BODIPY PC-A2 liposome substrate; AID 743126, 2013; inhibition, % at 12.2 µM; QFRET BODIPY PC-A2 liposome hydrolysis, fluorescence; 370,000 compounds, 0.56% hits;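 active = inhibition above mean plus 3 SD of compounds lying within the high and low control bounds, cut at about 19% in these data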;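 note: 0% = median of test compound wells and 100% = no enzyme DMSO wells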
PG9 Ab binder: binders of HIV-1 gp120 antibody PG9, primary screen, biochemical, TR-FRET. HIV-1 gp120 / PG9 antibody interaction. TR-FRET gp120-PG9 antibody binding. inhibition, % at 6.7 µM. 360,000 compounds, 0.43% hits. AID 624416, 2012; in the data active = inhibition above about 8.5%
hcDAF-12 act: H. contortus DAF-12 nuclear receptor activators, primary screen, cell-based, luminescence, HEK293, lit1-tk-luc reporter; activation, % at 6.8 µM; AID 652067, 2013; 370,000 compounds, 1.4% hits; HEK293 hcDAF-12 lit1-tk-luc reporter; 0% DMSO, 100% Δ7-dafachronic acid;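 active = activation above the mean of all tested compounds plus 3 SD, cut at about 5.5% in these data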;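 note: 100% = response to 3 µM Δ7-dafachronic acid high control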
PLC-beta3 inh: human PLC-beta3 inhibitors, primary screen, biochemical, fluorescence | Purified PLC-beta3, fluorogenic substrate | inhibition, % at 12.2 µM | AID 720704, 2013 | 370,000 compounds, 0.18% hits | 1-phosphatidylinositol 4,5-bisphosphate phosphodiesterase beta-3 (Homo sapiens), Q01970; in the data active = inhibition above about 11%;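 note: 0% = median of compound wells on plate and 100% = full blocker control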
FXN GAA850 act: FXN promoter activators, primary screen, cell-based, luciferase luminescence, HEK293 lucGAA850; HEK293 lucGAA850 FXN promoter luciferase reporter, 24 h; percent of 10 µM SAHA response; activation, % at 6 µM; 360,000 compounds, 0.56% hits;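 active = activation above the average of all compounds screened plus 3 SD, cutoff fixed separately per campaign, cut at about 7.5% in these data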;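 note: 0% = DMSO wells and 100% = 10 µM SAHA wells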
SMARCA2 act: SMARCA2 (BRM) function activators, primary screen, cell-based, luminescence, high throughput; MG213 cells, MMTV-luciferase reporter, dexamethasone, overnight; activation, % at 9.1 µM; 370,000 compounds, 1% hits; in the data active = activation above about 7.8%;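 note: 0% = vehicle wells and 100% = reference activator wells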
DAX1 inh-2: DAX1 (NR0B1) inhibitors, primary screen, cell-based, HEK293, Gal4-DAX1, luciferase luminescence; Nuclear receptor subfamily 0 group B member 1 (Homo sapiens), P51843; HEK293 Gal4-DAX1 luciferase reporter; inhibition, % at 6.75 µM; 340,000 compounds, 0.99% hits; AID 504766, 2011;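 active = inhibition above the mean over all tested compounds plus 3 SD, cut at about 4.2% in these data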;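 note: 0% = DAX1-transfected cells with DMSO and 100% = empty-vector control cells with DMSO; inhibition shows as a rise in luminescence from relieved DAX1 repression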
Target sequence (P51843 207-470 limits assumed): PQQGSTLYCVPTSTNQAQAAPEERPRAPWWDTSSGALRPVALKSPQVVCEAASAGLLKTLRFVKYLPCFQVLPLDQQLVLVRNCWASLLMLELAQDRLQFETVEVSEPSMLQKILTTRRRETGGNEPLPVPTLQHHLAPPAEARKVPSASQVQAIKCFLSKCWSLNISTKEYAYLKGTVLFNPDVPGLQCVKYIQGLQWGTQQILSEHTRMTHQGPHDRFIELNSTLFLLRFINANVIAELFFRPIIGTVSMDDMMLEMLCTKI
hgDAF-12 ag: H. glycines DAF-12 receptor agonists, primary screen, cell-based, luminescence, HEK293, GAL4 fusion, UAS-luciferase. Nuclear hormone receptor DAF-12 (Heterodera glycines), GAL4 fusion. HEK293 GAL4-hgDAF12 UAS-luciferase reporter, agonist luminescence; normalized to butyrate control. 370,000 compounds, 1.8% hits. activation, % at 6.8 µM. AID 687014, 2013;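 active = activation above a cutoff set at the mean of all screened compounds plus 3 SD, cut at about 10% in these data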;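 note: 0% = DMSO wells and 100% = sodium butyrate wells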
ssDAF12 agonist: S. stercoralis DAF-12 nuclear receptor activators, primary screen, cell-based, luminescence, HEK293, GRIP1 co-expression, lit1-tk-luc; Nuclear hormone receptor DAF-12 (Strongyloides stercoralis); HEK293 ssDAF-12/GRIP1 lit1-tk-luc reporter; % of 3 µM dafachronic acid response; activation, % at 6.8 µM; 370,000 compounds, 1% hits;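 active = activation above the mean over all tested compounds plus 3 SD, cut at about 0.9% in these data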;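 note: 0% = DMSO-only wells and 100% = 3 µM delta7-dafachronic acid wells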
The depositor's hits bear a star; i = inactive; x = no result given.

SMILES | DAX1 inh-1 | Rev-erbA mod | sPLA2-III inh | PG9 Ab binder | hcDAF-12 act | PLC-beta3 inh | FXN GAA850 act | SMARCA2 act | DAX1 inh-2 | hgDAF-12 ag | ssDAF12 agonist
C[C@H](NC(=O)Cn1cncn1)c1ccccc1 | 0.3 | -1 | -2 | -2.4 | 0.9 | 2 | 0.1 | 4 | 0.0 | 0.1 | -0.1
COc1ccccc1-c1cnc(C(O)c2c(C)cccc2C)[nH]1 (stereo not given) | 0.4 | -8 | 2 | -2.3 | -0.3 | -1 | -1.3 | -2 | x | 0.0 | -1.3
CCN(CC)CCNC(C(=O)Nc1cccc(C(C)=O)c1)c1ccccc1 (stereo not given) | -0.2 | -1 | -2 | -3.4 | 0.4 | 5 | -0.5 | 2 | -1.2 | -2.1 | -0.8
CCOC(=O)c1c(C)nc2sc3c(c2c1-c1ccc(OC)cc1)NC(c1ccc(OC)cc1)NC3=O (stereo not given) | -0.1 | -5 | 7 | 1.1 | -1.1 | -7 | -0.3 | 0 | -0.5 | 0.5 | -0.9
COCCNc1nc2c(c(=O)n(C)c(=O)n2C)n1Cc1cccc(C)c1 | -2.2 | -8 | 3 | -2.5 | -2.2 | 2 | -0.7 | 0 | -1.8 | -2.7 | -1.8
Cn1c(CSCC(=O)Nc2ccccc2)nnc1SCc1ccccc1 | 0.1 | 2 | -4 | -0.3 | -0.6 | 0 | 0.6 | 0 | -0.8 | -0.6 | -1.4
CN(C(=O)c1cccnc1)c1nc(-c2ccccc2)cs1 | 0.7 | 2 | 2 | -0.8 | -0.1 | 7 | 2.6 | 0 | -0.9 | 6.8 | -1.5
Cc1cc(=O)oc2c(CN3CC(C)OC(C)C3)c(O)c(Cl)cc12 (stereo not given) | 1.1 | -2 | -2 | -1.3 | -0.8 | i | 0.3 | -1 | 2.0 | 0.9 | -0.9
COc1ccccc1NC(=O)N1CCC(C(=O)c2ccc(Cl)cc2)CC1 | -0.1 | -6 | 3 | -0.3 | -2.3 | -5 | 0.1 | -1 | 0.1 | 0.3 | -1.9
CCn1c2c(c3cc(C(=O)O)ccc31)CCCC2=O | -0.6 | 2 | 6 | -0.8 | -0.5 | -119 | -1.9 | -2 | 0.8 | 0.7 | -1.1
CCOC(=O)C1CCN(c2ncnc3c2oc2ccc(Br)cc23)CC1 | 0.2 | 2 | -4 | -0.6 | 3.2 | -25 | -0.2 | -2 | -0.6 | 3.6 | -1.0
CCN1CCN(CC(=O)N2c3ccccc3Sc3ccccc32)CC1 | 0.1 | -3 | -2 | -1.2 | -1.5 | -5 | -0.1 | -3 | 1.1 | 1.1 | -0.9
CCOC(=O)C1(C)CCCN1C(=O)c1ccc(C)cc1 (stereo not given) | -2.0 | -4 | -3 | 0.8 | -1.9 | 1 | -0.7 | 0 | x | 1.5 | -1.0
C[C@@H]1CN([C@@H](C)CO)C(=O)CCCn2nncc2CO[C@H]1CN(C)S(=O)(=O)c1ccc(-c2ccccc2)cc1 | -1.0 | -4 | 6 | -0.7 | -1.8 | 1 | -1.0 | -4 | 1.1 | 2.4 | -1.4
O=C1CC(c2ccco2)Cc2nc(N3CCc4ccccc4C3)ncc21 (stereo not given) | -0.2 | 1 | -5 | -0.1 | -0.1 | -12 | 1.4 | -4 | -1.8 | -0.9 | -1.8
COc1ccc(CNc2nnnn2C)c(OC)c1 | 0.2 | 1 | 1 | -0.3 | -0.7 | -5 | 1.6 | -2 | -0.7 | 3.2 | 0.2
Cc1nn(Cc2ccccc2)c(C)c1NC(=O)c1cc(-c2ccco2)on1 | -0.6 | -3 | -7 | 0.9 | -1.0 | -10 | 0.1 | -3 | -0.7 | -0.7 | -1.9
CC(OC(=O)Cc1coc2ccc3ccccc3c12)C(=O)NC(N)=O (stereo not given) | -0.2 | -2 | -11 | 0.3 | -0.1 | -20 | 0.8 | 2 | 0.8 | -1.7 | -1.8
COc1cc(C2C(C#N)=C(N)Oc3cc(C)oc(=O)c32)ccc1OC(=O)N1CCOCC1 (stereo not given) | 0.0 | -4 | -5 | -0.1 | 0.8 | -1 | 2.3 | -2 | -1.3 | -3.0 | -1.7
Cc1nonc1CN(C)C(=O)CC1C(=O)NCCN1Cc1ccc(F)c(F)c1 (stereo not given) | 0.1 | -3 | 6 | -3.4 | -0.7 | -2 | 0.8 | 0 | -0.7 | -0.1 | -1.7
N#Cc1sc(=O)[nH]c1Cl | 0.0 | -2 | -2 | -1.7 | -0.4 | -4 | 1.9 | 0 | -0.5 | 1.1 | -0.5
O=C(O)CCCCCNS(=O)(=O)c1ccc2c(c1)OCCO2 | 0.3 | -1 | 4 | -1.5 | 0.8 | 6 | 1.0 | 4 | -0.2 | 3.4 | -0.9
CC(OC(=O)CCN1C(=O)C2CC=CCC2C1=O)C(=O)Nc1ccc(F)cc1 (stereo not given) | -1.1 | 12 | 9 | 0.5 | -0.9 | -3 | 0.2 | -3 | -1.5 | -1.4 | -1.1
Nc1c(C(=O)c2ccc(Cl)cc2)sc2nc3c(cc12)CCC3 | 0.7 | -24 | -1 | -2.0 | -0.3 | -10 | 7.1 | 5 | 0.5 | 6.3 | -1.3
CC(NC(=O)COc1ccc(S(=O)(=O)N2CCCC2)cc1)c1ccccc1 (stereo not given) | 0.1 | -5 | 2 | -1.3 | -1.6 | -4 | -0.7 | 4 | 0.6 | -1.1 | 0.1
O=C(NCC(=O)N(c1ccccc1)C(C(=O)NCC1CCCO1)c1ccccc1)c1ccco1 (stereo not given) | -0.4 | -2 | 3 | 0.6 | -3.3 | 0 | -2.2 | -5 | -0.3 | -0.6 | -0.4
Nc1ncnc2c1ccn2[C@H]1CN(Cc2ccc3c(c2)OCO3)C[C@@H](CO)O1 | -0.6 | 3 | 9 | -1.0 | -0.2 | 5 | -0.7 | -6 | x | -4.9 | -1.8
CCn1c(SC(C)C(=O)O)nnc1-c1cccnc1 (stereo not given) | -0.3 | 3 | 0 | 0.4 | -0.6 | -2 | -0.1 | -2 | 1.1 | 1.1 | -1.3
CC(=O)c1sc2nc(SCC(=O)N3CCCCC3)[nH]c(=O)c2c1C | -0.8 | -4 | -2 | 21* | 1.3 | -22 | 1.4 | 0 | -0.3 | 0.1 | -0.9
CC(=O)c1ccccc1NC(=O)COC(=O)c1cc2ccccc2[nH]1 | -1.6 | 9 | 4 | -1.5 | 2.2 | -22 | 2.1 | 2 | -0.6 | -2.6 | -0.1
COc1ccc(-c2c(C#Cc3ccc(N(C)C)cc3)c3ccccc3n2C)cc1 | 0.5 | 3 | 17 | 0.3 | 5.8* | -44 | 4.6 | 2 | -1.2 | 3.0 | 0.3
CN(c1ccccc1)S(=O)(=O)c1cccc(NC(=O)CC(C)(C)C)c1 | -0.7 | -6 | -6 | -0.9 | -3.5 | 6 | 1.0 | -4 | 0.0 | -2.3 | -1.9
COc1ccc(C2NC(=O)Cc3cc(OC)c(OC)cc32)cc1OC (stereo not given) | -0.6 | -2 | 3 | -1.8 | 2.7 | -1 | 0.2 | -2 | -0.4 | 1.3 | -1.3
Cc1cc(C)c(C)c(S(=O)(=O)N2CCC(C(=O)OCC(=O)N3c4ccccc4NC(=O)C3(C)C)CC2)c1C | -0.8 | -3 | -8 | -1.7 | -1.8 | 4 | 0.3 | 5 | 0.8 | 2.0 | -0.4
COc1ccc2c(c1)C(=O)C(=O)N2 | 0.1 | 1 | 0 | -8.8 | -0.2 | -4 | 0.4 | 3 | -0.7 | 0.7 | -0.7
CCN(CC)c1ccc(NC(=O)C2CC3CCC2C3)cc1 (stereo not given) | 1.0 | 1 | 15 | -2.4 | 0.5 | 0 | -0.4 | 4 | 0.2 | 5.5 | -0.8
CCC(=Nc1ccccc1)C1=C(O)CCCC1=O | 0.4 | -6 | 11 | 1.8 | 0.7 | -6 | 0.3 | -7 | x | -0.8 | -1.3
CS(=O)(=O)Nc1ccccc1C(=O)Nc1cc(Cl)cc(Cl)c1 | -0.7 | 10 | -3 | 0.1 | 2.1 | -38 | -7.1 | 2 | 1.1 | 3.6 | -1.0
CC(=O)N1CCC2(CC1)C/C(=N\NC(=S)Nc1ccccc1F)c1cc(O)ccc1O2 | -1.1 | 7 | 3 | 1.6 | -2.6 | -97 | -4.1 | -2 | -1.5 | -5.9 | -1.7
O=C(CCc1nnc(-c2ccccc2)o1)NC1CCCCC1 | 0.3 | 0 | 19* | 1.0 | -0.2 | -6 | 3.1 | -2 | 2.6 | 5.7 | -0.4
Cc1ccc(NC(=O)Cc2cccs2)cc1Cl | -0.3 | 17 | -7 | -1.7 | -0.5 | -6 | 0.6 | -1 | -1.2 | 2.4 | -0.6
COC(=O)c1ccccc1NC(=O)C1CC=CCC1C(=O)O (stereo not given) | -0.1 | -1 | 4 | -0.3 | -0.1 | -6 | -0.6 | -3 | 0.9 | -0.5 | -0.7
CCN(CC)CCN1C(=O)c2ccccc2NC1c1ccc(F)cc1 (stereo not given) | 0.7 | -6 | 0 | -1.4 | 1.9 | i | 1.4 | 1 | 0.8 | 1.4 | -0.4
COc1ccc(Br)cc1CNC(=O)CCNC(=O)Cn1ccc2ccccc2c1=O | -0.5 | -2 | 1 | 0.9 | -0.5 | -4 | 0.3 | 0 | -0.4 | -0.1 | -0.3
O=C(c1cnc2n(c1=O)CCS2)N(C1CCCCC1)C1CCCCC1 | 0.5 | 3 | 8 | -1.8 | 0.0 | 0 | 0.6 | -1 | 0.0 | 0.0 | -0.7
CCCCN1C(=O)C(CC(=O)NC2CCCCC2)CC(C(=O)N(C)C)=C1C (stereo not given) | -0.9 | 0 | 4 | -1.2 | -1.6 | 0 | 0.3 | 3 | 1.1 | 0.7 | -0.5

Entries of single compounds from above. Order of screens: DAX1 inh-1	Rev-erbA mod	sPLA2-III inh	PG9 Ab binder	hcDAF-12 act	PLC-beta3 inh	FXN GAA850 act	SMARCA2 act	DAX1 inh-2	hgDAF-12 ag	ssDAF12 agonist
CCN(CC)CCN1C(=O)c2ccccc2NC1c1ccc(F)cc1 (stereo not given) is entered as 0.7	-6	0	-1.4	1.9	i	1.4	1	0.8	1.4	-0.4
CCCCN1C(=O)C(CC(=O)NC2CCCCC2)CC(C(=O)N(C)C)=C1C (stereo not given) is entered as -0.9	0	4	-1.2	-1.6	0	0.3	3	1.1	0.7	-0.5
